Bioassay records from PubChem.
mHTT-CaM PPI inh = disrupts binding of mutant huntingtin to calmodulin; AlphaScreen His-mHTT/GST-CaM binding, luminescence; actives 3.6% (n = 190,000); AID 1671202; inhibition, % at 15 µM;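 further: 0% = both proteins with DMSO and 100% = one protein alone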
Target sequence (P42858 whole entry, looked up, stated change not applied): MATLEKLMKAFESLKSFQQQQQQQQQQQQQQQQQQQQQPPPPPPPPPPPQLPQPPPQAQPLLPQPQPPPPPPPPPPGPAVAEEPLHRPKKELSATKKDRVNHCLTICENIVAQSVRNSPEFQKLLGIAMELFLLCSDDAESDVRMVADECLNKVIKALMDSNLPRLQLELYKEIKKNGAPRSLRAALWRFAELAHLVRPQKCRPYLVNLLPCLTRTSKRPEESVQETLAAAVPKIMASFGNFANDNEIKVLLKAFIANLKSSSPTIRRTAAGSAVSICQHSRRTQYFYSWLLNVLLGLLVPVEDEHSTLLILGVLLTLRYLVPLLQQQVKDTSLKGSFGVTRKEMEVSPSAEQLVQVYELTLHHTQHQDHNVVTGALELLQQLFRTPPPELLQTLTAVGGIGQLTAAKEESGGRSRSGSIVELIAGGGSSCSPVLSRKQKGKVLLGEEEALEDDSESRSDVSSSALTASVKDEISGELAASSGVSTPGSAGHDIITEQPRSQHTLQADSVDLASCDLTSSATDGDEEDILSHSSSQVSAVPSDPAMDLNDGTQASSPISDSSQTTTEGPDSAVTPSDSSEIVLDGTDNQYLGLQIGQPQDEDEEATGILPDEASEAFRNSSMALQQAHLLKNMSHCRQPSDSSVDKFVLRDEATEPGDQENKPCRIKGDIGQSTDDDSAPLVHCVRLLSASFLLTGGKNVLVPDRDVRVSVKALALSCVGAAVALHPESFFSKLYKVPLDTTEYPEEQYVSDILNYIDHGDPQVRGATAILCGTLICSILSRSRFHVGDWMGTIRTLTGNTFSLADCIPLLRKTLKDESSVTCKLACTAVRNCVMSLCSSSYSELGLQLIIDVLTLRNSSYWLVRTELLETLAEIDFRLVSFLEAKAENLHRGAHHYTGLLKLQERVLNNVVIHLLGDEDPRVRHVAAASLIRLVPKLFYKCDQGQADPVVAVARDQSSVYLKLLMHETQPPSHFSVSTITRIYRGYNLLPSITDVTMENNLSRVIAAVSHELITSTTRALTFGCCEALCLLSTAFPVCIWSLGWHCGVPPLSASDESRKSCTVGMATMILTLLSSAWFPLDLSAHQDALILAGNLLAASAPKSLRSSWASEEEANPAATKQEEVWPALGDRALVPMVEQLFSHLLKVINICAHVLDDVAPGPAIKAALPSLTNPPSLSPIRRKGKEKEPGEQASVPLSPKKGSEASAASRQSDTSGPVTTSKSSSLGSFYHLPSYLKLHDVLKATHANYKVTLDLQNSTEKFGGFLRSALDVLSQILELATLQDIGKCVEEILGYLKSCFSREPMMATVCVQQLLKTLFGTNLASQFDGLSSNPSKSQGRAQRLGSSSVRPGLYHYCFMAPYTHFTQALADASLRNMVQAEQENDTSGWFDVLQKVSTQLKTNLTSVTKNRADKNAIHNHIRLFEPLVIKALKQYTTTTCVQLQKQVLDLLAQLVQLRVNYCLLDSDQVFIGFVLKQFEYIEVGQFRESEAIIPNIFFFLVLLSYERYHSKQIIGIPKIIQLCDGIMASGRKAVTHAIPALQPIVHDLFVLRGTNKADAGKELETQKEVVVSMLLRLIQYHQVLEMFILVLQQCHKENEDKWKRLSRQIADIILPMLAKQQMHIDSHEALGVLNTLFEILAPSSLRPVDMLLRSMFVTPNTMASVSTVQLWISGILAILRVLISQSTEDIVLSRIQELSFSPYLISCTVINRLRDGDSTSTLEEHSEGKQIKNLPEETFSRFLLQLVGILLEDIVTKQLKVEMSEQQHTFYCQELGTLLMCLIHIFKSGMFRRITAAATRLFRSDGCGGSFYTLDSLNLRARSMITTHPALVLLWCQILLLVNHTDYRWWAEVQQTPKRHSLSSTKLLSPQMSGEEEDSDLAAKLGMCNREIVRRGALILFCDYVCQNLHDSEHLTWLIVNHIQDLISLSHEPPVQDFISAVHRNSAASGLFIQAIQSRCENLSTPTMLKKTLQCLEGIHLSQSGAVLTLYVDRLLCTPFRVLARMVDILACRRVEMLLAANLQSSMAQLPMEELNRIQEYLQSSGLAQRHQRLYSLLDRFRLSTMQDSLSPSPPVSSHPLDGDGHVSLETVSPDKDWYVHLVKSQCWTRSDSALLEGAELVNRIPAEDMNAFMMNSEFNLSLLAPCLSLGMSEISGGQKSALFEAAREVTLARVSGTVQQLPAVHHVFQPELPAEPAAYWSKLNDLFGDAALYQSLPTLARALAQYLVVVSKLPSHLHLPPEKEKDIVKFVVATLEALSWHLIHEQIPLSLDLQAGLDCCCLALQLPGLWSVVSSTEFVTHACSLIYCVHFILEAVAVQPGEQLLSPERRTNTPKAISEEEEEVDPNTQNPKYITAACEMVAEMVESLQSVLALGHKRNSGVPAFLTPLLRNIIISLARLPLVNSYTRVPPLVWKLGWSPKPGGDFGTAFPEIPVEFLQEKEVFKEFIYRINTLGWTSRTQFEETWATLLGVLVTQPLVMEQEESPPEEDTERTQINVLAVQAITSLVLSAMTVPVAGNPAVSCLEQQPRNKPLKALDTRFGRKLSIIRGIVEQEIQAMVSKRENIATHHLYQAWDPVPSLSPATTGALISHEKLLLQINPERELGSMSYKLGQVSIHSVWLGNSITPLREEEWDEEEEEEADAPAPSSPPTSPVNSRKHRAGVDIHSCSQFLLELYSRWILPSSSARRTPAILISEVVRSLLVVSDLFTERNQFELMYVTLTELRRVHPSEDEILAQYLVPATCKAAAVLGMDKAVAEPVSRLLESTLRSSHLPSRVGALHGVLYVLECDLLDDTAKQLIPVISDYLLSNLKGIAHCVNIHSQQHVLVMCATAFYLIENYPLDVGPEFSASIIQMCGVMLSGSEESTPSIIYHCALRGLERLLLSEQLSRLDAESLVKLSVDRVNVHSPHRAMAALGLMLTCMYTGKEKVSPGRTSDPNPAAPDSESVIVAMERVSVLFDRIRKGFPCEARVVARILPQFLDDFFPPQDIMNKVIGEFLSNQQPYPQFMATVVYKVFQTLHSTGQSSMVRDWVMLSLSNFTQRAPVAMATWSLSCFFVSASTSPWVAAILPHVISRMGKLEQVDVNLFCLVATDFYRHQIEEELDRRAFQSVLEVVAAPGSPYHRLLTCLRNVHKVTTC
Pf apPOL inh = Pf-apPOL DNA polymerase inhibition | actives 0.25% (n = 210,000) | inhibition, % at 10 µM | Recombinant Pf-apPOL, molecular beacon fluorescence, 1.5 h | AID 1794808
The depositor's hits bear a star; i = inactive; nt = no result given; & = joins results of further samples. No stated cut-off is given here; in the data, active means inhibition above about 50%; inactive means the rest. Rows were taken by chance; 3.5% or so of the library scored in one or more.

SMILES | mHTT-CaM PPI inh | Pf apPOL inh
CC(=O)N1c2c(cc(Br)cc2S(=O)(=O)N2CCOCC2)CC1C (stereo not given) | 4.0 | 10.0
COCCNC(=O)NCCC1CCN(S(=O)(=O)c2ccc(C)cc2)CC1 | 55.4* | 3.4
O=C(c1ccccn1)N1CCCC(c2nncn2-c2ccccc2)C1 (stereo not given) | -8.0 | 1.9
CCOc1cc(C=O)ccc1OCCOc1ccc(C)cc1 | -4.9 | -7.3
CS(=O)(=O)Oc1ccc(C=Nc2cccc(C(F)(F)F)c2)cc1 | -6.1 | nt
CCCCCCCCCCCCCCCC(=O)OC(CC(=O)O)C[N+](C)(C)C (stereo not given) | nt | 12.0
CCCCN(Cc1ccco1)C(=O)c1noc2c1CCCCC2 | -14.5 | -2.8
Cc1cc2[nH]c(C(=O)Nc3c(F)cccc3F)c(CN3CCOCC3)c2s1 | 54.2* | 25.8
Cc1nc(CCNC(=O)C2CCCN2C(=O)c2cccc(Cl)c2)cs1 (stereo not given) | 0.2 | -0.2
Cc1ccccc1C(=O)N1CCC(COc2ccccc2C(=O)N2CCCC2)CC1 | 2.6 | -1.7
Cc1c(Cl)cccc1NC(=O)CSc1nc(O)cc(=O)n1-c1ccccc1 | 25.0 | -7.9
C[C@]12CC3(N)CC(C(=O)O)(C1)C[C@@](C)(C3)C2 | -2.9 | nt
Cc1ccc(N2C=C(C#N)S(=O)(=O)c3ccc(C)cc32)c(F)c1 | -5.9 | 2.0
Cc1onc(-c2c(Cl)cccc2Cl)c1NC(=O)c1c(-c2c(Cl)cccc2Cl)noc1C | nt | -4.6
COc1ccc(NC(=O)c2ccc(C)c([N+](=O)[O-])c2)cc1 | 3.3 | -10.7
CC1CCN(C(=O)c2ccc(C(C)(C)C)cc2)CC1 | -6.0 | -3.1
O=C(NCc1ccc(F)cc1)C1CCN(c2nnc3c(Cl)cccn23)CC1 | -1.4 | -3.0
COc1cccc(C(O)=Cc2nc3cc(Cl)ccc3oc2=O)c1 | 18.0 | 1.9
COc1ccc(C2=CC(c3ccc(Cl)cc3Cl)n3ncnc3N2)cc1 (stereo not given) | 0.0 | -5.7
CC(C)N(Cc1ccccc1)C(=O)c1ccco1 | -2.7 | -4.1
Cn1c(C2CCN(C(=O)Nc3cccc(Cl)c3F)CC2)cc(=O)n2nccc12 | -6.3 | -0.4
Cc1ccc(SC(=O)c2c(C)noc2-c2cc(C)on2)cc1 | nt | -20.9
Cc1c(OCC(=O)N(C)C)ccc2c3c(c(=O)oc12)CCC3 | 0.0 | -0.5
O=C1NC(=O)/C(=C\c2ccc(-c3cccc(Cl)c3)o2)S1 | 58.0* | -4.6
O=C(NCCc1ccccc1)N1CCCN(C2CCN(CC3CC3)C2=O)CC1 (stereo not given) | 16.7 | 2.9

(listing goes on)
SMILES | mHTT-CaM PPI inh | Pf apPOL inh
COc1ccc(C=C2Oc3c(cc(CN4CCN(C)CC4)c(O)c3C)C2=O)cc1 | 6.5 | -8.5
CCC1=NN(C(=O)Cc2ccc([N+](=O)[O-])cc2)C(O)(c2ccc(Br)cc2)C1 (stereo not given) | 18.0 | -4.7
COc1ccccc1N=C1C(=O)Nc2ccc(C)cc21 | 21.0 | -5.6
CC1(C)CC(=O)C(C=Nc2ccccc2Cl)=C(O)C1 | -3.2 | 0.6
Cc1ccc(CSc2n[nH]c(=O)n2-c2ccc(OCc3ccccc3)cc2)cc1 | nt | -11.3&-1.4
CCCCC(=O)NC(c1ccccc1Cl)c1cc([N+](=O)[O-])c2cccnc2c1O (stereo not given) | 100.0* | -9.9
Cc1cc(N2CCCCC2)nc(NCCNC(=O)C2CCCO2)n1 (stereo not given) | -13.1 | -5.8
CCc1ccccc1NC(=O)C1CC=CCC1C(=O)O (stereo not given) | -4.8 | -1.7
CCOC(=O)C1CCN(C(=O)C2CCc3sc(C(=O)N(C)C)cc3C2)CC1 (stereo not given) | 0.2 | -3.9
Cc1nc(SCC(=O)N2CCN(c3ccccc3F)CC2)cc(-c2ccccn2)n1 | -2.8 | -8.0
COc1cc(NC(=O)C2CCN(c3cc(C(=O)N4CCCC4)ccn3)CC2)cc(OC)c1 | 10.7 | 5.5
Cc1ccc(NC(=O)c2cc3c(=O)n(C)c4ccccc4n3n2)cc1F | 5.7 | -3.2
O=C(NCc1cccnc1)c1ccc(-c2ccc(N3CCSCC3)nc2)cc1 | 0.8 | 2.5
COc1ccc(OCc2ccccc2F)c(/C=C2\C(=O)NN(c3ccccc3)C2=O)c1 | 11.0 | -8.1
Cc1cccc(-c2noc(-c3cccnc3N3CCC(C(=O)N4CCOCC4)CC3)n2)c1 | -38.2 | 1.2
COc1ccc(CCNC(=O)C2CCN(c3nc4cccnc4s3)CC2)cc1OC | 0.9 | 6.5
CCOc1ncccc1CNC(=O)c1ccc(F)cc1Cl | -7.5 | -2.6
Cc1noc(C2(NC(=O)c3ccc(Br)cc3)CCCCC2)n1 | -4.9 | 4.2
CC(C(=O)Nc1ccccc1OC(F)(F)F)n1nc(-n2cccn2)ccc1=O (stereo not given) | -11.4 | -10.1
CCN(c1cccc(C)c1)c1ncnc(N)c1[N+](=O)[O-] | 19.0 | -1.4
N#CCSc1nc2c(c(=O)n1Cc1ccccc1)C1(CCCC1)Cc1ccccc1-2 | -2.7 | -6.3
CS(=O)(=O)N1CCc2ccc(C(=O)Nc3ccccc3)cc21 | -8.2 | 2.3
CCOc1ccccc1NC(=O)c1cncc(NS(=O)(=O)c2ccc(OC)cc2)c1 | -4.0 | -2.8
Cc1ccc(Sc2cc(C)c(C#N)c(Sc3ccc(C)cc3)n2)cc1 | nt | -7.2
COc1cccc(/C=C2/N=C(c3ccco3)OC2=O)c1 | 5.0 | -1.1

Next section:
SMILES | mHTT-CaM PPI inh | Pf apPOL inh
CC(NS(=O)(=O)c1ccc([N+](=O)[O-])cc1)C(=O)O (stereo not given) | -2.4 | -1.9
Cn1ncc(N2CCCC(C(=O)NCCCN3CCCc4ccccc43)C2)cc1=O (stereo not given) | 74.8* | -1.6
O=C(NCc1cc(F)cc(F)c1)c1ccc(NC(=O)C2CC2)cc1N1CCOCC1 | -4.7 | 2.8
COc1cc(NS(=O)(=O)c2ccc(NC(=O)c3ccc(C(C)=O)cc3)cc2)ncn1 | -0.6 | 1.8
CC[N+](C)(C)c1cccc(O)c1 | nt | 0.5
O=C1OC(/C=C/c2ccccc2)=NC/1=C\c1ccc2c(c1)OCO2 | 7.0 | -4.5
Cc1ccccc1N=C1C(=O)N(CN2CCCCC2)c2ccc(Br)cc21 | 48.0 | 10.2
COc1ccc(-n2ncc3c(Nc4ccc(F)c(Cl)c4)ncnc32)cc1 | 15.0 | 2.2
Cc1ccc(S(=O)(=O)CC(N)=O)cc1 | -2.9 | -7.7
COc1cc(Br)c(/C=C(\C#N)c2nn(CCO)c(N)c2C#N)cc1OC | 14.0 | 3.1
CN(C)CCN(C)C1CN(Cc2ccccc2)S(=O)(=O)C1 (stereo not given) | 1.4 | -4.3
C=CCOc1ccc(/C=C2\SC(=N)N(c3nccs3)C2=O)cc1OCC | 74.0* | -78.8
COc1ccc(N2C(=O)c3ccc(Oc4cccc([N+](=O)[O-])c4)cc3C2=O)c([N+](=O)[O-])c1 | -3.0 | -2.8
COc1ccc(CNS(=O)(=O)c2cc(Br)cc3c2N(C(C)=O)C(C)C3)cc1 (stereo not given) | 7.0 | -1.0
Cc1ccc(C)c(N2CCN(C(=O)c3ccc(Cn4cncn4)cc3)CC2)c1 | 15.8 | -0.6
Cc1ccc2nc(N3CCOCC3)c(C=O)cc2c1 | 2.4 | -142.6
CCc1ccccc1NC=C1C(=O)OC2(CCCCC2)OC1=O | -16.0 | 3.0
CCN1CCCn2nc(C3CCN(C(=O)c4sccc4C)CC3)cc2C1=O | -4.4 | 0.6
O=C(Cn1cnc([N+](=O)[O-])n1)Nc1cc(Sc2ccc(Br)cc2)cc([N+](=O)[O-])c1 | 9.0 | -3.4
Nc1ccc(C(=O)Nc2nc3cc(N)ccc3s2)cc1 | 19.0 | 2.3
COc1cc(Nc2ccc(NC(=O)c3cccc(OC)c3OC)cc2)nc(C)n1 | 3.4 | -6.6
CCOc1ccc(C(=O)Nc2ccc(C(C)=O)cc2)cc1Br | 1.9 | -7.1
CCCc1nc2cccnc2n1C1CCN(C(=O)c2ccc3c(c2)OCO3)C1 (stereo not given) | 3.1 | -5.5
O=C(C1CC(c2ccccc2)=NO1)N1CCCCC1 (stereo not given) | 1.0 | -4.0
Cc1ccc(S(=O)(=O)N2CCc3c(c(-c4nc(Cc5ccccc5)no4)nn3C)C2)cc1 | 14.7 | -0.1

An excerpt of these results, as comma-separated lines.
molecule,mHTT-CaM PPI inh,Pf apPOL inh
O=C1NC(=O)/C(=C\c2ccc(-c3cccc(Cl)c3)o2)S1,58.0*,-4.6
O=C(NCCc1ccccc1)N1CCCN(C2CCN(CC3CC3)C2=O)CC1 (stereo not given),16.7,2.9
COc1ccc(C=C2Oc3c(cc(CN4CCN(C)CC4)c(O)c3C)C2=O)cc1,6.5,-8.5
CCC1=NN(C(=O)Cc2ccc([N+](=O)[O-])cc2)C(O)(c2ccc(Br)cc2)C1 (stereo not given),18.0,-4.7
COc1ccccc1N=C1C(=O)Nc2ccc(C)cc21,21.0,-5.6
CC1(C)CC(=O)C(C=Nc2ccccc2Cl)=C(O)C1,-3.2,0.6
Cc1ccc(CSc2n[nH]c(=O)n2-c2ccc(OCc3ccccc3)cc2)cc1,nt,-11.3&-1.4
CCCCC(=O)NC(c1ccccc1Cl)c1cc([N+](=O)[O-])c2cccnc2c1O (stereo not given),100.0*,-9.9
Cc1cc(N2CCCCC2)nc(NCCNC(=O)C2CCCO2)n1 (stereo not given),-13.1,-5.8
CCc1ccccc1NC(=O)C1CC=CCC1C(=O)O (stereo not given),-4.8,-1.7
CCOC(=O)C1CCN(C(=O)C2CCc3sc(C(=O)N(C)C)cc3C2)CC1 (stereo not given),0.2,-3.9
Cc1nc(SCC(=O)N2CCN(c3ccccc3F)CC2)cc(-c2ccccn2)n1,-2.8,-8.0
COc1cc(NC(=O)C2CCN(c3cc(C(=O)N4CCCC4)ccn3)CC2)cc(OC)c1,10.7,5.5
Cc1ccc(NC(=O)c2cc3c(=O)n(C)c4ccccc4n3n2)cc1F,5.7,-3.2
O=C(NCc1cccnc1)c1ccc(-c2ccc(N3CCSCC3)nc2)cc1,0.8,2.5
COc1ccc(OCc2ccccc2F)c(/C=C2\C(=O)NN(c3ccccc3)C2=O)c1,11.0,-8.1
Cc1cccc(-c2noc(-c3cccnc3N3CCC(C(=O)N4CCOCC4)CC3)n2)c1,-38.2,1.2
COc1ccc(CCNC(=O)C2CCN(c3nc4cccnc4s3)CC2)cc1OC,0.9,6.5
CCOc1ncccc1CNC(=O)c1ccc(F)cc1Cl,-7.5,-2.6
Cc1noc(C2(NC(=O)c3ccc(Br)cc3)CCCCC2)n1,-4.9,4.2
CC(C(=O)Nc1ccccc1OC(F)(F)F)n1nc(-n2cccn2)ccc1=O (stereo not given),-11.4,-10.1
CCN(c1cccc(C)c1)c1ncnc(N)c1[N+](=O)[O-],19.0,-1.4
N#CCSc1nc2c(c(=O)n1Cc1ccccc1)C1(CCCC1)Cc1ccccc1-2,-2.7,-6.3

The listing continues.
SMILES | mHTT-CaM PPI inh | Pf apPOL inh
Cc1ccccc1NC(=O)C1CCN(c2ncc(-c3ccccc3)cn2)CC1 | -6.2 | -3.0
COc1ccccc1C=C1Oc2cc(OC(=O)C3CC3)ccc2C1=O | -0.5 | -7.3
O=C(Nc1ccccc1)/C(=C\c1ccc2c(c1)OCO2)NC(=O)c1ccc(Br)o1 | -0.4 | 0.0
Cc1cccc(NC(=O)N2CCCC(C)(C(=O)NCc3ccccc3C)C2)c1 (stereo not given) | -2.7 | 3.2
COc1ccc2c(c1)/C(=N/OC(=O)c1ccccc1SC)CCC2 | i | 0.8
Cc1cnc2n(c1=O)C(CC(=O)N1CCN(C(=O)c3ccco3)CC1)CS2 (stereo not given) | -7.4 | -1.0
COc1ccc(C(=O)c2cc([N+](=O)[O-])ccc2N2CCOCC2)cc1 | 17.1 | -2.1
Cc1nnc(-c2cccn2CC(=O)N2CCCCCC2)o1 | 0.9 | 1.1
COc1ccccc1NC(=O)c1c(NCc2cccnc2)sc2c1CCC(C)C2 (stereo not given) | 80.0* | -17.0
CCCCN(C)C(=O)NC1(C(F)(F)F)Oc2ccc(Cl)cc2O1 (stereo not given) | 5.0 | 0.4
O=c1oc(/C=C/c2ccc([N+](=O)[O-])cc2)nc2ccccc12 | 5.0 | 1.6
COc1ccc(-c2cc(=O)n(CCNS(=O)(=O)c3cccs3)cn2)cc1 | -6.0 | -5.5
Cc1ccccc1Cn1cc(-c2ccncc2)cc1C(=O)N1CCN(C)CC1 | -1.6 | 2.5
CCCCc1nc(SCC(=O)Nc2ccc(Br)cn2)n[nH]1 | -2.3 | -10.3
O=C(CN1CCN(C(=O)Nc2ccc(Cl)cc2)CC1=O)NCCCc1ccccc1 | 2.1 | -0.6
CCN1CCCC1CNS(=O)(=O)c1cccc2nsnc12 (stereo not given) | 3.0 | -6.1
CCCS(=O)(=O)N1CCc2ccc(NC(=O)c3snnc3C)cc2C1 | -11.7 | -0.9
CCSc1nnc(NC(=O)CSc2nnc(-c3ccco3)c(-c3ccco3)n2)s1 | 81.0* | 3.4
O=C1CN(C(=O)C2CCCC2)C(c2ccc(F)cc2)c2cc(F)ccc2N1 (stereo not given) | 1.0 | -2.9
Cn1c(=O)nc2n(-c3cccc([N+](=O)[O-])c3)c3ccccc3cc-2c1=O | 1.0 | 6.9
